Assay outcomes as filed in PubChem.
HRas wt GTP bind: human HRas wildtype GTP binding, change in either direction | P01112 | GST-Ras wt beads, Bodipy-FL-GTP binding, flow cytometry; actives lie on both sides | GTP binding activity, % at 10 µM | actives 0.14% (n = 190,000) | AID 759;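 active = GTP binding activity at least 20% away from the 100% baseline, either lowered as inhibitor or raised as activator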;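 also: 0% = unlabeled GTP competition control and 100% = no-compound control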
RGS8-Gao: modulates binding of RGS8 to human Galphao; actives 0.34% (n = 220,000); AID 1423; response (percent of control binding), % at 10 µM; multiplexed bead flow cytometry; actives lie on both sides; P09471; in the data active = response below about 60% or above about 140%; inactive = in between;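 also: Galphao activated as the GDP aluminium fluoride complex binding bead-coupled RGS8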
Target sequence (P09471 whole entry, looked up): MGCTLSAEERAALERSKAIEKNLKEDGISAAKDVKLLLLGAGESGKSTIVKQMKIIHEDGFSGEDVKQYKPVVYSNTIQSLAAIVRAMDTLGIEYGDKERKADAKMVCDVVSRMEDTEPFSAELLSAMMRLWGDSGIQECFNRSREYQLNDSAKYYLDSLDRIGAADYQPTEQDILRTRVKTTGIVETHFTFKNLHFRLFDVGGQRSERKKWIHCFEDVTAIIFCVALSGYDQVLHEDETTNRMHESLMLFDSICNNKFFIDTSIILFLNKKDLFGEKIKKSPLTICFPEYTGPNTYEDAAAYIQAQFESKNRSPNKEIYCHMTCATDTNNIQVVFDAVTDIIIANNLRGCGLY
Rac1 act GTP bind: human Rac1 activated mutant GTP binding change. P63000. GST-Rac1 activated beads, fluorescent GTP binding, flow cytometry; actives lie on both sides; 100% means binding = to untreated wells. percent activity (GTP binding), % at 10 µM. actives 0.11% (n = 190,000);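 active = GTP binding at least 20 percentage points away from the 100% baseline, in either direction, so actives lie on both sides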
Rab2 wt GTP: changes GTP binding to wildtype dog Rab2A, up or down; GST-Rab2 wt beads, Bodipy-GTP binding, flow cytometry; GTP binding activity, % at 10 µM; actives 0.19% (n = 190,000); P61105;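 active = GTP binding activity at least 20 points away from 100%, either lowered or raised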;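 also: 0% = beads with excess unlabeled GTP and 100% = no-compound control corrected for plate trend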
Mcl1 Bid PPI: Mcl-1/Bid interaction inhibition | actives 0.97% (n = 220,000) | AID 1021 | TR-FRET Mcl-1/Bid-Dy647 peptide binding, 1536-well | inhibition, % at 21.7 µM;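 active = compounds that cut the binding signal by more than half at the single screening dose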;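 also: His-tagged Mcl-1 with europium anti-His antibody binding Bid BH3 peptide; 0% = Mcl-1 plus peptide wells and 100% = peptide-only wells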
Target sequence (Q07820 whole entry, looked up): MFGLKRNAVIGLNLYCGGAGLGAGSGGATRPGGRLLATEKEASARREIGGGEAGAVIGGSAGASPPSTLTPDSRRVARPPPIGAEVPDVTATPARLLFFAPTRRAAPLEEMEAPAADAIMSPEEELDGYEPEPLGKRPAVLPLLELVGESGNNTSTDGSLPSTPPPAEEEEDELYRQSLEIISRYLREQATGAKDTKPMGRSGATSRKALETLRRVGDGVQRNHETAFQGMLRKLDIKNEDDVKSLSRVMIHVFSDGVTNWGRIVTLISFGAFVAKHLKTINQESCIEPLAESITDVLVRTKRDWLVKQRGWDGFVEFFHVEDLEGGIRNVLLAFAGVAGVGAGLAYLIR
Rac1 wt GTP bind: human Rac1 wildtype GTP binding, inhibitors and activators; P63000; GST-Rac1 beads, fluorescent GTP binding, flow cytometry; actives lie on both sides; 0 = cold GTP competed, 100 = untreated; GTP binding activity (% of control), % at 10 µM; actives 0.27% (n = 190,000); AID 757;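 active = GTP binding activity at least 20 points away from the 100% control level, either lower or higher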
Cdc42 wt: changes GTP binding to wildtype human Cdc42; P60953; GST-Cdc42 beads, Bodipy-GTP binding, flow cytometry; actives lie on both sides; percent activity (GTP binding), % at 10 µM; actives 0.2% (n = 190,000);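 active = percent activity GTP binding at least 20 points away from the 100% baseline, either down as inhibitor or up as activator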;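 also: median bead fluorescence of bound Bodipy-FL-GTP at 100 nM; 0% = excess unlabeled GTP control and 100% = no compound control; below 100% means less GTP binding so inhibitor and above means activator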
Target sequence (P60953 whole entry, looked up): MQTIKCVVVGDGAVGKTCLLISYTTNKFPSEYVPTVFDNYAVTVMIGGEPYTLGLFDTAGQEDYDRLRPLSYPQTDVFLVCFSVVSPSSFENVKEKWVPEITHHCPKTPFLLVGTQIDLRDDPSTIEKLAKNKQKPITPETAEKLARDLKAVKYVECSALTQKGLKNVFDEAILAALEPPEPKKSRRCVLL
Rab7 wt GTP bind: modulators of GTP binding to dog Rab7 wildtype GTPase; GST-Rab7 beads, fluorescent GTP binding, flow cytometry; actives lie on both sides; untreated = 100%, excess cold GTP = 0%; GTP binding activity (percent of control), % at 10 µM; actives 0.055% (n = 190,000);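 active = fluorescent GTP binding to Rab7 beads changed by at least 20 points from the 100% baseline, either direction, mostly lower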;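 also: median green fluorescence of bound Bodipy-FL-GTP per Rab7 bead population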
Mcl1 Noxa PPI: disrupts binding of human Mcl-1 to Noxa peptide; Q07820; TR-FRET Mcl-1/Noxa peptide binding, 2 h; actives 1.5% (n = 220,000); inhibition, % at 21.7 µM;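 active = compounds that cut the protein-peptide binding signal by more than 50% relative to plate controls in a single-dose test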;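 also: His-tagged Mcl-1 with rhodamine Noxa BH3 peptide and terbium anti-His antibody; 0% = Mcl-1 plus Noxa peptide wells and 100% = peptide-only wells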
Pf gametocyte: P. falciparum stage V gametocyte viability inhibition; P. falciparum stage V gametocytes, ATP luminescence, 24 h; inhibition, % at 10.9 µM; actives 0.065% (n = 150,000);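 active = inhibition above the mean plus 3 SD of compounds within the control limits, set per campaign, cut at about 38% in these data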;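 also: 0% = DMSO wells and 100% = medium only without gametocytes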
Mcl-1 Bim block: inhibitors of Bim-Mcl-1 interaction, human; Bead-based flow cytometry, Bim peptide-Mcl-1 binding; inhibition, % at 10 µM; actives 0.1% (n = 190,000); AID 1009; in the data active = inhibition above about 40%;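 also: 0% = no compound tracer wells and 100% = peptide blocker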
Active calls of the source: *; . = not tested or not shown.

no.	SMILES	HRas wt GTP bind	RGS8-Gao	Rac1 act GTP bind	Rab2 wt GTP	Mcl1 Bid PPI	Rac1 wt GTP bind
1	Cc1ccc(-c2nn[nH]n2)o1	96	102	97	97	-68	95
2	Cc1ccc(-c2nnc(N(C)C(=O)c3cccnc3)s2)cn1	97	89	100	97	-9	107
3	Cc1ccccc1CN1CCN(CC(=O)NCc2ccccc2)C1=O	95	99	95	93	-19	94
4	CC1=NC(C)(C)Cc2cc(C)c(C)cc21	92	110	94	93	3	89
5	CC(C)CN(CCNC(=O)CC1Oc2ccccc2NC1=O)CC(C)C (stereo not given)	99	101	99	100	-20	102
6	CC1=C(C(=O)Nc2ccc(C)cc2C)C(c2ccc(C)o2)NC(=O)N1 (stereo not given)	102	102	102	101	-19	105
7	Cc1ccc(C2NC(C(=O)O)CS2)cc1 (stereo not given)	98	105	94	97	-56	100
8	CCCC(=O)Nc1cc(C(=O)O)ccc1S(=O)(=O)c1ccc(C)cc1	104	104	100	100	5	106
9	COc1ccc(C2Nc3ccccc3C(=O)N2O)cc1OC (stereo not given)	96	101	92	95	93*	93
10	CC(C)OC(=O)[C@H]1[C@H](c2ccc(Cl)cc2)[C@@](C#N)(C(N)=O)[C@@H]2C=CC(C(N)=O)=CN21	101	99	96	98	-52	103
11	COc1ccccc1/C=N/NC(=O)C(=O)Nc1ccccc1OC(F)(F)C(F)F	102	82	100	97	-18	103
12	O=C(N/N=C/c1ccc[nH]1)c1cc(-c2cccs2)nc2ccccc12	96	103	94	96	-13	98
13	CC1=C(C(=O)N2CCOCC2)C(c2cc(C)cs2)NC(=O)N1 (stereo not given)	99	117	95	100	-9	100
14	Cc1cc(Br)cc(C)c1NC(=O)c1ccccc1[N+](=O)[O-]	104	102	102	99	-14	105
15	O=C(N(c1ccccc1)c1ccccc1)n1ccnc1	103	101	102	105	-10	107

no.	Cdc42 wt	Rab7 wt GTP bind	Mcl1 Noxa PPI	Pf gametocyte	Mcl-1 Bim block
1	97	91	21	-6	0
2	99	93	10	1	1
3	97	93	.	.	1
4	94	92	-3	8	-1
5	101	97	-2	.	0
6	104	103	1	10	-3
7	95	103	10	6	3
8	100	103	22	15	-3
9	93	93	-1	.	-3
10	100	100	22	.	2
11	97	96	26	-13	-2
12	95	98	9	.	0
13	99	98	-13	.	1
14	98	99	-4	-5	-4
15	103	100	19	7	-1

The listing continues:
no.	SMILES	HRas wt GTP bind	RGS8-Gao	Rac1 act GTP bind	Rab2 wt GTP	Mcl1 Bid PPI	Rac1 wt GTP bind
16	CCOC(=O)C1=C(c2ccccc2)N=C2SCC(=O)N2C1c1ccc(OCC)c(OCC)c1 (stereo not given)	99	106	98	98	-4	101
17	Cc1ccc(C(=O)OCC(=O)c2cc(C)n(CC3CCCO3)c2C)cc1 (stereo not given)	96	105	94	89	-13	99
18	Cc1cc(NC(=O)C(C)Oc2ccc(Cl)cc2Cl)n(-c2ccccc2)n1 (stereo not given)	96	98	94	94	-1	94
19	CCCOc1ccc(N2CC(C(=O)Nc3ccccc3OC)CC2=O)cc1 (stereo not given)	100	103	99	100	-10	101
20	CCOC(=O)C1(CC2CCCCO2)CCN(Cc2ccc(OC)cc2F)CC1 (stereo not given)	99	103	96	99	-12	99
21	O=c1oc2ccccc2c(N2CCCCC2)c1[N+](=O)[O-]	99	100	100	98	-21	103
22	O=C(C1CC1)N1CCN(c2nc3ccccc3s2)CC1	101	102	98	102	1	100
23	COCCCNS(=O)(=O)c1ccc2c3c(cccc13)C(=O)S2	99	99	100	100	-1	109
24	O=C(COC(=O)c1cncc(Br)c1)NC1CCCCC1	96	100	95	99	-11	99
25	c1ccc(-n2nnnc2NC2CCCCCC2)cc1	97	103	95	98	-8	96
26	Cc1nn(C)c(C(=O)Nc2ccc(Cn3cccn3)cc2)c1[N+](=O)[O-]	104	97	100	103	-20	107
27	CS(=O)(=O)c1nc2ccccc2n1Cc1ccccc1	103	.	96	102	2	101
28	COC(=O)c1ccc(C(=O)OC)c(NS(=O)(=O)c2ccc(NC(C)=O)cc2)c1	95	100	92	91	17	92
29	Cc1ccc(NC(=S)N2CCN(c3ncccn3)CC2)c(C)c1	99	110	95	101	-42	100
30	Cc1[nH][nH]c(=O)c1C(c1cc([N+](=O)[O-])ccc1O)c1c(C)[nH][nH]c1=O	93	100	96	95	-73	92

no.	Cdc42 wt	Rab7 wt GTP bind	Mcl1 Noxa PPI	Pf gametocyte	Mcl-1 Bim block
16	101	99	-3	-6	-1
17	94	90	15	-15	1
18	95	97	8	.	1
19	102	98	10	.	-1
20	97	104	8	.	-2
21	98	97	-2	5	7
22	102	104	3	.	-4
23	102	99	31	.	-5
24	95	100	2	.	0
25	97	96	6	-4	0
26	102	103	-7	.	5
27	104	101	-1	-14	0
28	94	94	9	.	-3
29	98	93	-12	15	-8
30	96	93	12	1	0

Other structures follow.
no.	SMILES	HRas wt GTP bind	RGS8-Gao	Rac1 act GTP bind	Rab2 wt GTP	Mcl1 Bid PPI	Rac1 wt GTP bind
31	CCN1CCN(C(=S)Nc2ccc(Cl)c(Cl)c2)CC1	101	101	100	101	-31	101
32	COc1ccc(NC(=O)COC(=O)c2ccc(OCc3ccc(Cl)cc3Cl)c(OC)c2)c(OC)c1	99	101	100	99	-11	104
33	O=S(=O)(Cc1ccccc1)Cc1cnc(Cl)s1	93	98	96	94	-30	100
34	Cc1ccc(S(=O)(=O)NNC(=O)c2ccncc2)cc1	103	98	100	96	-23	103
35	COC(=O)c1ccccc1NC(=O)Nc1cc(C)ccn1	101	99	100	103	0	102
36	CCN(CCNc1ccc(Cl)cc1[N+](=O)[O-])C(=O)c1cc([N+](=O)[O-])c(N(C)C)cc1OC	93	99	90	92	-39	90
37	O=C(OCCCCN1C(=O)c2ccccc2C1=O)c1ccc(Br)o1	95	90	93	95	-19	93
38	Cc1ccccc1S(=O)(=O)/N=C(/c1ccccc1)N1CCOCC1	99	103	99	98	-14	103
39	COC(=O)c1ccccc1NC(=S)N(Cc1ccc2c(c1)OCO2)Cc1cc2ccc(C)cc2[nH]c1=O	101	105	99	100	-50	105
40	COc1ccccc1C1CC(c2c(-c3ccccc3)c3cc(Cl)ccc3[nH]c2=O)=NN1S(C)(=O)=O (stereo not given)	100	97	98	101	-2	99
41	COC(=O)c1cc2occc2n1CC(=O)Nc1ccc(OC)c(OC)c1	96	99	91	94	-21	92
42	O=C(Nc1ccc(Cl)cc1)C1CC2CCCC(C1)C2=O (stereo not given)	99	105	95	97	-3	101
43	O=C(NCCC1=CCCCC1)C(=O)NCC1OCCCN1S(=O)(=O)c1cc(F)ccc1F (stereo not given)	94	103	97	93	-13	96
44	CN1CCCc2cc(C#N)c(=O)[nH]c21	100	104	97	101	-52	100
45	COc1ccc(N(CC(=O)NCc2ccc(C)cc2)S(=O)(=O)c2c(C)nn(C)c2C)cc1	102	81	98	96	3	105

no.	Cdc42 wt	Rab7 wt GTP bind	Mcl1 Noxa PPI	Pf gametocyte	Mcl-1 Bim block
31	101	98	11	11	-4
32	100	101	-23	-10	-1
33	96	96	14	-4	-1
34	98	103	-8	13	0
35	102	103	-9	13	1
36	95	93	.	.	-1
37	96	94	-2	32	-1
38	100	98	-3	1	1
39	101	103	-10	-17	-1
40	103	99	-24	.	-2
41	95	92	-2	.	-1
42	99	96	15	-9	-7
43	92	93	-4	.	-1
44	100	101	7	.	0
45	102	97	13	8	-5

(further entries)
no.	SMILES	HRas wt GTP bind	RGS8-Gao	Rac1 act GTP bind	Rab2 wt GTP	Mcl1 Bid PPI	Rac1 wt GTP bind
46	CCN(CC)C(=O)/C(=C\c1ccncc1)NC(=O)c1ccccc1	96	107	97	98	-57	100
47	CCN(CC(=O)NCc1cccs1)S(=O)(=O)c1ccc(NC(C)=O)cc1	96	101	94	96	-15	95
48	CC(C)[C@@H](C(=O)N1CCNCC1)n1cc(CCO)nn1	97	100	96	97	8	98
49	CCCNC(=O)CCCCn1c(=S)[nH]c2c([nH]c3ccc(OC)cc32)c1=O	97	100	99	95	-30	98
50	C[C@]1(C(=O)NCc2cc(F)cc(C(F)(F)F)c2)C=C[C@@H](Cc2ccccc2)N1C(=O)c1ccccc1	100	102	99	99	-1	102
51	C/C(=N\NC(N)=S)C1(C)CCCCC1	99	98	100	97	-26	102
52	COc1ccc(NS(=O)(=O)c2ccc(S(=O)(=O)N3CCCC3)cc2)cc1Cl	95	96	95	94	-2	93
53	COc1ccc2cc(/C=N/NC(=O)CN(c3ccccc3)S(=O)(=O)c3ccccc3)c(Cl)nc2c1	96	108	95	92	-22	90
54	CCCS(=O)(=O)N1CCC(C(=O)N2CCc3ccccc3C2)CC1	109	98	104	109	2	106

no.	Cdc42 wt	Rab7 wt GTP bind	Mcl1 Noxa PPI	Pf gametocyte	Mcl-1 Bim block
46	98	99	0	-10	-1
47	96	98	16	-17	0
48	99	100	6	7	-2
49	98	93	11	.	-4
50	102	97	10	-21	-4
51	97	93	11	.	-5
52	95	92	3	-5	-5
53	95	98	-1	.	-4
54	108	105	-2	.	-3

Molecules shown so far with an NH in an aromatic ring (7):
no.	SMILES	HRas wt GTP bind	RGS8-Gao	Rac1 act GTP bind	Rab2 wt GTP	Mcl1 Bid PPI	Rac1 wt GTP bind
1	Cc1ccc(-c2nn[nH]n2)o1	96	102	97	97	-68	95
12	O=C(N/N=C/c1ccc[nH]1)c1cc(-c2cccs2)nc2ccccc12	96	103	94	96	-13	98
30	Cc1[nH][nH]c(=O)c1C(c1cc([N+](=O)[O-])ccc1O)c1c(C)[nH][nH]c1=O	93	100	96	95	-73	92
39	COC(=O)c1ccccc1NC(=S)N(Cc1ccc2c(c1)OCO2)Cc1cc2ccc(C)cc2[nH]c1=O	101	105	99	100	-50	105
40	COc1ccccc1C1CC(c2c(-c3ccccc3)c3cc(Cl)ccc3[nH]c2=O)=NN1S(C)(=O)=O (stereo not given)	100	97	98	101	-2	99
44	CN1CCCc2cc(C#N)c(=O)[nH]c21	100	104	97	101	-52	100
49	CCCNC(=O)CCCCn1c(=S)[nH]c2c([nH]c3ccc(OC)cc32)c1=O	97	100	99	95	-30	98

no.	Cdc42 wt	Rab7 wt GTP bind	Mcl1 Noxa PPI	Pf gametocyte	Mcl-1 Bim block
1	97	91	21	-6	0
12	95	98	9	.	0
30	96	93	12	1	0
39	101	103	-10	-17	-1
40	103	99	-24	.	-2
44	100	101	7	.	0
49	98	93	11	.	-4
